# HSF1 inh: HSF1 inhibition. activity change, negative = inhibition, % at 7.5 µM (by protocol). actives 0.77% (n = 300,000). NIH3T3-HGL HSE-luciferase, MG132-induced, luminescence 8 h; active compounds read low;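 active means more than half of replicate wells show activity change below -50%, luminescence cut by over half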;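 further: luciferase reports HSF-1 transcriptional activity via heat shock element; 0% = median of DMSO wells and -100% = zero luminescence signal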
# IEC-6 tox: kills IEC-6 intestinal cells in KLF5 counter-screen; IEC-6 cytotoxicity, luminescence viability; inhibition, % at 5 µM; actives 0.78% (n = 290,000); in the data active means inhibition above about 22%;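 further: 0% = plate median of test compound wells and 100% = cytotoxic reference compound wells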
# KLF5 inh: kruppel-like factor 5 inhibition; AID 1700; inhibition, % at 5 µM; actives 0.23% (n = 290,000); DLD-1 KLF5 promoter-luciferase reporter, luminescence;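 active means inhibition above a per-plate limit of that plate's mean compound inhibition plus 3 SD, cut at about 60% in these data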;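 further: 0% = DMSO wells and 100% = LY294002 at 200 µM; higher means less KLF5 promoter-driven luciferase light; inactives centre near -14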
# AI-2 QS mod: modulates the Vibrio harveyi AI-2 quorum sensing system; AID 2094; actives 0.4% (n = 300,000); Vibrio harveyi JMH597 AI-2 luminescence/OD600 ratio, 9 h; active compounds read low; strain lacks LuxN and CqsS sensors; 0 = neutral-control median; activity change, % at 7.5 µM; in the data active means activity change below about -75%, passing the limit was not always enough;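 further: luminescence divided by OD600 gain over 9 h not by final OD600 alone; inactives centre near 13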
# aSyn UTR inh: MLPCN primary screen, SNCA 5' untranslated region. alpha-synuclein 5'UTR reporter, inhibitor activity. inhibition, % (tested at 7.5 µM). actives 0.82% (n = 300,000). AID 1813; in the data active means inhibition above about 60%;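 further: H4 neuroglioblastoma cells stably carrying SNCA 5'UTR luciferase fusion; 0% = DMSO wells and 100% = positive control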
# HSF1 activator: increases HSF-1 driven luciferase reporter signal. NIH3T3-HGL HSF-1 luciferase reporter, MG132, 8 h; 100% = twice DMSO control signal. activation, % at 9 µM. actives 1.7% (n = 300,000). AID 504408;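 active means mean replicate activation of at least 50% with a set share of replicates each reaching 50%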;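 further: 0% = median of the neutral control wells and 100% = twice that signal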
# GSK3 alpha inh: inhibitors of human GSK-3 alpha kinase. AID 2650. P49840. inhibition, % at 10 µM. actives 0.1% (n = 320,000). ADP-Glo luminescence, 60 min;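 in the data active means inhibition above about 50%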;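 further: GST-tagged GSK-3 alpha with peptide substrate and 25 µM ATP; 0% = DMSO neutral wells and 100% = GW8510 positive control wells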
# Target sequence (P49840 whole entry, looked up): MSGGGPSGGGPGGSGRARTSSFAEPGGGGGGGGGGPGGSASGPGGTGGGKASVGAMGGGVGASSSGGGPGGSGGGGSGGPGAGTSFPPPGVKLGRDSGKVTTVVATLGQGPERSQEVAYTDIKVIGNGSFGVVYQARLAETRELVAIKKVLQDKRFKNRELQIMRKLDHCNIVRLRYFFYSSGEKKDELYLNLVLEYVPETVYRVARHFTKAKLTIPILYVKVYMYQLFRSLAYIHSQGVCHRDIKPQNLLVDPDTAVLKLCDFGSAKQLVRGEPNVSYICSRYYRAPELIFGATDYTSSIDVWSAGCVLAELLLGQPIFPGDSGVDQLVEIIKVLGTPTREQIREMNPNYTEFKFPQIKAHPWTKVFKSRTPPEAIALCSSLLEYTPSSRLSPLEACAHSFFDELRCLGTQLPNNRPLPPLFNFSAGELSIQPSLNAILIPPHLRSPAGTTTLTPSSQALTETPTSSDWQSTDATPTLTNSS
# HSP90 refold inh: inhibitors of HSP90 luciferase refolding in rabbit reticulocyte lysate; actives 0.91% (n = 290,000); luciferase refolding luminescence, 3 h; inhibition, % at 5.6 µM;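 active means inhibition above the screen-wide mean plus 3 SD, computed separately per campaign, cut at about 16% in these data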;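 further: 0% = DMSO wells and 100% = 60 µM geldanamycin wells; inhibitors lower the luminescence because luciferase stays unfolded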
# GSK3beta inhib: blocks human GSK3beta kinase activity; P49841; activity score (negative = inhibition), % at 10 µM; actives 0.038% (n = 300,000); GST-GSK3beta kinase, ADP-Glo luminescence, 60 min; active compounds read low; AID 2097;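 active means more than half of replicate wells score below -50%, meaning over 50% inhibition versus plate controls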;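 further: 0% = median DMSO wells and -100% = median GW8510 positive control wells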
# Target sequence (P49841 whole entry, looked up): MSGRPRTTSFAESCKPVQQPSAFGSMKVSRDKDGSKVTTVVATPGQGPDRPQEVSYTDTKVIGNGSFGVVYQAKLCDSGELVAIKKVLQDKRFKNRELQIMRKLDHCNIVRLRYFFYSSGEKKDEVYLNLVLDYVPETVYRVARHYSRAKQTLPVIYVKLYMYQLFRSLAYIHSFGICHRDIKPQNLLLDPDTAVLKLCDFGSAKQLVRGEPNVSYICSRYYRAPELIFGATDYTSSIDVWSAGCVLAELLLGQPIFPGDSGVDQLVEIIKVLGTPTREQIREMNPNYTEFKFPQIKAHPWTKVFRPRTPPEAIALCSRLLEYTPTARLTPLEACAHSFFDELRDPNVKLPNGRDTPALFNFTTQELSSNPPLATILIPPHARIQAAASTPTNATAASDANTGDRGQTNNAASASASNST
#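 Test system – GST-tagged human GSK3beta kinase, cell-free · Incubation – 60 min enzyme reaction, room temperature · Signal – ADP-Glo luminescence · Also added – peptide substrate and ATP at 25 µM · Controls – DMSO neutral wells and GW8510 at 20 µM as positive · Buffer or medium – Tris/MgCl2 kinase buffer · Measure – Luminescence-derived activity versus plate DMSO and GW8510 wells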
# HIF activator: HIF pathway transcriptional activation | AID 1910 | U2OS HRE-luciferase reporter, luminescence; normalized: DMSO 0%, desferrioxamine 100% | actives 0.32% (n = 300,000) | activation, % at 7.5 µM (by protocol);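 active means mean activation of at least 10% of the iron chelator positive control signal, with at least half of replicates also reaching 10%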
# Active calls of the source: *; . = not tested or not shown.
# Every second line gives: HSF1 inh, IEC-6 tox, KLF5 inh, AI-2 QS mod, aSyn UTR inh, HSF1 activator, GSK3 alpha inh, HSP90 refold inh, GSK3beta inhib, HIF activator
- CCCNC(=O)C1(S(=O)(=O)c2ccccc2)CC=CC1
 : -1.1, 1.4, -12.7, 1.4, 1.9, -12.0, -1.6, -1.0, 0.4, 0.6
- CC(C)CCNC(=O)CN(C(=O)Cn1nnc(-c2ccccc2F)n1)c1cccc2c1CCCC2
 : -4.7, -0.2, -17.6, 21.8, 33.8, -10.7, -1.2, 5.5, 0.0, 0.3
- C[C@H](NC(=O)c1nc[nH]c1C(=O)N[C@@H](C)C(=O)OC(C)(C)C)C(=O)OC(C)(C)C
 : 1.2, ., ., 4.2, -4.5, -12.5, -0.5, ., 0.3, -0.2
- Cc1ccc(C(=O)N2C(CC(=O)Nc3ccc(Cl)cc3)C(=O)NC3CCCCC32)cc1 (stereo not drawn)
 : 0.3, 2.7, -2.9, -5.1, -71.9, 22.8, 0.6, 8.2, 1.4, 3.7
- O=C(Nc1cc2c(oc1=O)CCCC2=O)c1cccc(Cl)c1
 : 1.1, -2.9, -2.6, 29.0, -25.0, 5.0, 0.2, -3.9, 0.4, 0.0
- Cc1ccc(S(=O)(=O)N2CCOC2CNC(=O)C(=O)NCc2ccco2)cc1 (stereo not drawn)
 : -1.1, -0.8, -11.7, 32.7, 3.2, 11.9, -0.9, 1.2, -2.1, -0.2
- CCCCC(=O)NC(=S)Nc1cccc(C(=O)O)c1
 : -0.4, 4.1, -15.5, 19.5, -21.5, 13.2, -0.5, 0.4, -0.5, -0.1
- Cc1cccc(C(=O)NNC(=O)c2cccc(C)c2)c1
 : -3.2, -1.2, -10.9, 18.6, 3.1, 12.3, -1.0, -0.8, -4.0, 0.1
- COC(=O)COc1ccc(NC(=O)c2ccco2)cc1
 : 4.0, -0.8, -35.6, 19.9, -11.5, 8.9, -4.0, -1.0, -3.0, 0.2
- COc1ccc(OCC(=O)NNC(=O)C2CCCO2)cc1 (stereo not drawn)
 : -27.6, 9.2, 3.1, 36.4, 16.1, -40.6, -0.3, 0.9, -0.3, -1.0
- O=C(NCCN1CCOCC1)c1ccc(/C=C2\Sc3ccccc3N(Cc3ccccc3F)C2=O)cc1
 : 12.0, 3.9, -25.0, -9.9, 5.4, 17.0, 0.5, -2.5, 2.7, 0.4
- COCCCNC(NC(=O)c1ccc(Br)cc1)C(Cl)(Cl)Cl (stereo not drawn)
 : -0.8, 8.5, -16.2, 9.5, -4.6, 16.4, -4.1, -4.4, -0.3, 0.0
- Cc1cc(S(=O)(=O)N2CCCCC2)ccc1OCC(=O)N1CCOCC1
 : -3.9, -6.6, -8.9, -0.1, -5.0, -1.7, 0.7, 1.6, -2.0, 0.3
- O=C(N/N=C/c1cccn1-c1ccccc1)c1ccncc1
 : -6.1, -2.9, -26.4, -8.4, -30.8, 20.2, 0.0, 0.3, -0.6, -0.5
- COc1cccc(NC(=O)C(Sc2nnc(Nc3ccccc3C)s2)c2ccccc2)c1 (stereo not drawn)
 : -3.5, 2.6, -0.5, 43.0, 5.2, -8.6, -1.3, 0.6, -1.9, -0.6
- CC(CCc1ccccc1)NC(=O)CCc1cn(C)c2ccccc12 (stereo not drawn)
 : 1.3, -3.1, -0.2, 11.3, 2.9, -2.2, -1.3, -5.6, 1.2, -0.5
- COc1cc(OC)cc(C(=O)NCCN2CCOCC2)c1
 : 2.7, -2.2, -19.3, 28.1, -25.6, 4.3, -0.9, 0.5, 1.9, -2.2
- COc1ccc2c(c1)C(SCC(=O)NCCc1ccccc1)CC(C)(C)O2 (stereo not drawn)
 : -1.7, -1.1, -1.2, 10.0, 8.2, 13.1, ., 6.7, 4.7, -0.2
- CN(Cc1ccccc1)C(=O)CSc1nc2cc(C(=O)N3CCC(C(N)=O)CC3)ccc2c(=O)n1-c1ccccc1
 : 4.9, 6.8, -20.9, -9.6, -4.1, -1.7, -1.0, -3.3, 17.1, -0.1
- CSc1ccccc1OCc1cc(C(=O)NCCN2CCCc3ccccc32)no1
 : 2.7, -4.3, -5.3, 13.1, -33.9, 13.1, -1.2, -5.3, 0.3, 1.3
- O=C(Nc1c(C(=O)N2CCCCC2)cnn1-c1ccccc1)c1ccccc1
 : -3.6, 6.9, -11.0, 21.8, -2.4, 2.8, -1.2, -1.0, 0.7, 0.0
- Cn1c(=O)c(C(=O)NCCCc2ccccc2)c(O)c2ccccc21
 : -6.4, -6.2, -36.6, 30.9, -8.5, 11.1, 6.0, 5.9, -3.4, -30.9
- Cc1cc(C(F)(F)F)nc(SCCN2CCOCC2)c1C#N
 : -4.2, 5.9, 17.4, 23.0, 8.3, -22.1, -1.8, 3.5, 3.6, -0.7
- O=C(NCc1ccccc1Cl)C1CCCN(S(=O)(=O)c2cnc[nH]2)C1 (stereo not drawn)
 : -4.1, 7.6, -10.9, 27.3, 4.6, -2.2, -0.5, 3.2, 1.7, .
- Cc1ccc(NC(=O)CN2C(=O)CSC2=O)cc1
 : 2.2, 7.1, -4.8, 10.5, -15.0, -1.6, -0.8, -0.1, -2.2, 0.3
- Cc1cc(C(=O)O)cc(S(=O)(=O)N2CCOCC2)c1C
 : 5.1, 1.0, -4.7, 30.7, 1.3, 6.7, -1.9, -1.9, -1.5, -0.5
- CNC(=O)c1ccc(NC(=O)C2CCN(c3ncnc4sc(C)c(C)c34)CC2)cc1
 : -22.6, -5.9, -20.1, 15.7, -5.0, -12.7, -0.6, -0.8, 0.0, 2.9
- CC(NC(=O)c1c(Cl)cnn1C)C1CCCO1 (stereo not drawn)
 : 0.1, -4.1, 14.2, 11.5, 16.4, 11.4, -0.9, -2.5, 5.3, -0.2
- NC(=O)C1CCN(c2cc(N3CCOCC3)ccc2[N+](=O)[O-])CC1
 : 4.0, -3.1, -14.7, 15.6, -14.0, -0.9, 2.7, 1.9, -0.5, -0.1
- C#CC(CO)N(CCN(Cc1ccccc1)C(C#C)CO)Cc1ccccc1 (stereo not drawn)
 : 10.9, -3.2, -15.8, 12.6, -15.2, 27.4, 0.1, 4.1, -2.7, -0.2
- CCOC(=O)c1cc(NC(=O)COc2ccc([N+](=O)[O-])cc2)cc(C(=O)OCC)c1
 : 17.9, 5.9, -32.0, 16.0, 23.8, 53.3*, -4.0, 1.9, 0.4, 0.1
- CCCc1cc(=O)[nH]c(SCc2cc(C(=O)OC)c(C)o2)n1
 : -2.3, -2.7, -25.5, 19.4, 1.9, 4.5, 1.5, 6.8, 1.5, -0.4
- CCC(C(=O)O)n1nc(-c2ccccc2)c2cc(Cl)ccc21 (stereo not drawn)
 : -5.0, 2.4, -12.6, 13.5, 6.3, -6.0, -10.3, -1.3, 1.6, -0.5
- COc1ccc(NC(=O)c2cc(=O)c3ccccc3o2)cc1Cl
 : -3.5, 0.4, -23.8, -8.9, -18.1, 7.0, 3.9, 4.3, 0.3, 0.1
- COCCNc1nc2ccccc2nc1NS(=O)(=O)c1ccc(C)cc1C
 : -5.0, -1.7, -25.3, 6.3, 21.3, -3.2, 6.7, 2.2, 4.5, 0.3
- CCN(CC)C(=O)C1CCCN(c2ncnc3c2cnn3-c2ccc(Cl)cc2)C1 (stereo not drawn)
 : -42.0, -2.7, 15.8, 63.6, 48.0, -44.9, -1.2, 5.8, 1.3, -1.9
- COc1ccc(S(=O)(=O)c2c(O)c3ccc(C(=O)Nc4ccccc4F)cc3[nH]c2=O)cc1
 : 0.1, -2.6, -4.2, 9.3, 0.1, 7.4, -1.3, -3.4, 4.1, 0.5
- Cc1n[nH]c(=O)c2c(NC(=O)COC(=O)Cc3ccc(Cl)cc3Cl)oc(C)c12
 : -1.3, ., ., ., -3.7, -1.5, 1.5, ., ., 0.4
- Cc1ccc(S(=O)(=O)N(C)CC(=O)O/N=C(\N)c2cccc(Br)c2)cc1
 : -6.4, 1.4, -32.5, 18.4, -0.2, 3.2, -1.1, 9.7, 0.6, -0.4
- CN1CCN(C(=O)CCc2nc3ccccc3n2-c2ccccc2)CC1
 : -4.3, -4.4, -1.1, 8.5, 4.5, -6.0, -0.1, -1.1, -1.2, -0.1
- Cc1cccnc1NC(=O)CCNC(=O)c1ccccc1Cl
 : -8.7, -0.1, -36.2, 9.3, -6.1, 2.5, -0.9, -0.2, 1.3, 0.4
- NC(=O)CC(NC(=O)c1ccc(Br)cc1)c1ccc(N2CCC(Cc3ccccc3)CC2)c([N+](=O)[O-])c1 (stereo not drawn)
 : 6.1, -4.3, -15.1, 27.2, -14.8, 11.9, -0.3, 0.8, -0.1, -0.7
- CC(O)CN1CC(O)=C(c2nc3ccccc3s2)C1=N (stereo not drawn)
 : ., 0.6, -13.4, 4.6, ., ., 5.6, -0.3, -6.0, .
- Cc1ccccc1OCC(=O)OCC(=O)Nc1cc(S(C)(=O)=O)ccc1Cl
 : -4.9, ., ., 17.9, 0.7, 12.0, -0.5, ., -0.5, 0.8
- O=C(COc1ccc(Br)cc1)N1CCc2ccccc2C1
 : 11.7, 1.0, -19.6, -11.1, -5.5, 28.8, -1.2, -0.9, 0.6, 0.4
- COc1ccc(OC)c(Nc2ccc(Nc3cc(OC)ccc3OC)nn2)c1
 : -1.0, 5.6, 13.6, 27.4, 47.4, 0.4, -1.6, -3.1, 4.7, -0.4
- CC(C)CNC(=O)CN(C1CCCCC1)S(=O)(=O)c1ccccc1
 : -4.3, -3.4, -21.5, 20.3, -1.1, 11.0, -2.1, -0.8, 0.8, -0.6
- Cc1ccc(C(=O)N2CCN(Cc3ccc4c(c3)OCO4)CC2)o1
 : -2.5, -2.6, 6.0, -1.1, 14.9, -7.0, -1.2, -2.4, -0.3, -0.5
- Cc1ccsc1C(=O)OCC(=O)N(C)c1c(N)n(Cc2ccccc2)c(=O)[nH]c1=O
 : -5.7, ., ., ., -3.2, -7.3, -1.8, ., ., 0.3
- COCCCNC(=S)Nc1cc2oc3ccccc3c2cc1OC
 : -7.5, 33.6*, 16.1, 0.1, -0.4, -6.7, 0.2, 1.7, 3.1, 2.0
- Cc1ccc(C(=O)Oc2cccc(NC(=O)c3ccco3)c2)cc1S(=O)(=O)N1CCC(C)CC1
 : -0.4, -4.7, -39.2, 29.1, -35.0, 16.0, -0.3, -1.4, 3.6, -0.1
- O=c1[nH]nc(SCc2ccccc2Cl)n1-c1ccc2c(c1)OCCO2
 : 8.5, 3.4, 12.4, -4.2, -9.0, 16.4, 7.0, 0.1, -1.6, -0.2
- CCOC(=O)C1=C(C)NC(=O)NC1c1ccc(OC(=O)c2ccco2)cc1 (stereo not drawn)
 : 11.7, 1.3, -7.8, -3.7, 28.9, 1.1, 0.4, 10.5, -0.1, -0.3
- O=C1C(C=NC2CC2)=C(O)c2ccccc21
 : -10.8, 0.0, -31.1, 5.2, -31.5, -7.6, 1.2, 8.0, 1.6, 1.9
- Cc1cc(NS(=O)(=O)c2ccc3c(c2)OCCO3)no1
 : -6.7, -1.9, -12.4, 17.5, 5.5, -19.1, 3.2, -1.5, 1.3, -0.7
- O=C(CCN1N=C(c2ccccc2)CCC1=O)NC1CCCC1
 : -2.8, 4.4, -15.2, 18.2, 11.0, -17.1, -1.8, 1.2, 0.7, -0.2
